Screening results from PubChem BioAssay.
FLuc inhib CS = inhibits firefly luciferase, flagging false hits in luciferase inhibition screens; ATPLite firefly luciferase biochemical luminescence, 10 min; 200,000 compounds, 1.5% hits; P08659; inhibition, % at 10 µM;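 active = inhibition above about 50% when tested at 10 µM, limit read from the data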
Target sequence (P08659 whole entry, looked up): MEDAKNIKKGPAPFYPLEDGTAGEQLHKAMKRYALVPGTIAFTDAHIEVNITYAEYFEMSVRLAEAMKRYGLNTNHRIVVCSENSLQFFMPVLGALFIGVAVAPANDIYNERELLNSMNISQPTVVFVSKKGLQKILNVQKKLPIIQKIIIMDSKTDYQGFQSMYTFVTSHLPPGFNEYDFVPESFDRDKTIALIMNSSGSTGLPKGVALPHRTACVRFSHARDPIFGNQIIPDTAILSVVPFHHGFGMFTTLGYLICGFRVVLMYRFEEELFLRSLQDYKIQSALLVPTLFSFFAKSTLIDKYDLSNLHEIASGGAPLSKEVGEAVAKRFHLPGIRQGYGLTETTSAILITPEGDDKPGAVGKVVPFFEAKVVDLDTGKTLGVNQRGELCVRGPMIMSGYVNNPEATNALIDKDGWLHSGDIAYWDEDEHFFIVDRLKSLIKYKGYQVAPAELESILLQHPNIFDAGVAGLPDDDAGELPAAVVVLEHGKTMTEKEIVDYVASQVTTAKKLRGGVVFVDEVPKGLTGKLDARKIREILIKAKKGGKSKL
G6PDH counter = inhibits Leuconostoc G6PDH, flagging false hits in G6PDH-based assays; 200,000 compounds, 0.12% hits; inhibition, % at 5 µM; Purified L. mesenteroides G6PDH, diaphorase/resazurin coupled fluorescence, 45 min; AID 1020; in the data active = inhibition above about 50%
NF-kB expr up = compounds increasing NF-kB expression in human neuronal cells. fold change at 12.5 µM. AID 1239. NF-kB reporter expression; stronger effect = higher value. 190,000 compounds, 1.6% hits; in the data active = fold change above about 3.3
Diaphorase act = diaphorase activation or chemical reduction counter-screen | Diaphorase/resazurin coupled assay, resorufin fluorescence, 16 min; stronger effect = higher value; 1 = vehicle wells, 0 = NADH-free wells | activation factor at 20 µM | 190,000 compounds, 0.005% hits;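 active = diaphorase activity raised at least twofold by the compound at 20 µM; inactive = activation factor below 2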
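Material: Purified diaphorase enzyme from Clostridium kluyveri | Buffer or medium: 50 mM HEPES pH 7.4 with 4.542 mM MgCl2, 0.005% Tween 20 | Times: 16 min enzyme reaction, ambient temperature | Signal: Red resorufin fluorescence at 544/590 nm excitation/emission | Measure: Increased resorufin signal from activators or reducing compounds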
TLR4-MyD88 BLA = blocks binding of human TLR4 to MyD88. HeLa CL3-4 TLR4/MyD88 BLA complementation, FRET ratio. inhibition, % at 8.4 µM. 200,000 compounds, 0.18% hits; in the data active = inhibition above about 25%;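 also: 0% = vehicle and 100% = reference inhibitor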
STAT1 act = increases IFN-gamma driven STAT1 reporter signal. activation (% of control), % at 5.5 µM. NIH 3T3 STAT1-luciferase reporter, luminescence; 100% = IFN-gamma alone, no compound. AID 932. 200,000 compounds, 2.6% hits;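 active = activation above the screen-wide mean activation plus 3 SD, cut at about 130% in these data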;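 also: raw ratio to IFN-gamma control signal so 100% means no change and 0% no light; values of inactives mirror those of a sister screen read the other way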
APP 5UTR inh = APP translation inhibition. SH-SY5Y APP 5'UTR-luciferase reporter, luminescence. inhibition, % at 2 µM. 190,000 compounds, 0.82% hits;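 active = inhibition above a set limit, derived from the sample mean plus 3 SD, cut at about 45% in these data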; also: values of inactives mirror those of a sister screen read the other way
APP 5'UTR act = activates APP 5'UTR luciferase reporter | SH-SY5Y APP 5'UTR luciferase reporter, luminescence; zero percent = DMSO vehicle wells | activation, % at 2 µM | 190,000 compounds, 1% hits;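 active = activation above a set limit, based on mean plus 3 SD of controls, cut at about 140% in these data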; also: values of inactives mirror those of a sister screen read the other way
Diaph inh CS = counter-screen for diaphorase-based assays: diaphorase inhibitors and chemical oxidizers; diaphorase resazurin-to-resorufin fluorescence, NADH, 16 min; bacterial (C. kluyveri) enzyme, not human; inhibition, % at 20 µM; 190,000 compounds, 0.69% hits; AID 1217;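 active = primary screen inhibition at 20 µM above a set limit, cut at about 50% in these data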;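 also: plate controls were DMSO with full reaction for no effect and wells lacking NADH for full effect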
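Test system: diaphorase enzyme from Clostridium kluyveri; amount: diaphorase at 0.14 U/mL in enzyme working solution; detection: fluorescence of resorufin formed from resazurin, Ex 544/Em 590 nm; times: reaction incubation of 16 min at room temperature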
FLuc stim CS = affects firefly luciferase, flagging false hits in luciferase stimulation screens; ATPlite luciferase biochemical, luminescence, 10 min; 0 = ATP-free wells, 1 = DMSO control; activation factor at 10 µM; 200,000 tested, under 10 active; AID 1027;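 active = luciferase activation factor, scaled between plate controls, of at least 2 with compound at 10 µM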
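Material: Luciferase/luciferin reagent mix | Doses: Test compounds dosed from 2 mM stocks in 100% DMSO | Timing: 10 min incubation after luciferase reagent addition, room temperature | Measured by: Luminescence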
* = called active by the depositor.

The first 2 compounds, ahead of the listing:
Results for Cc1ccc(/C=N/Nc2cccc(C(=O)O)c2)s1 ?
FLuc inhib CS: 23; G6PDH counter: 15; NF-kB expr up: 14*; Diaphorase act: 0.9; TLR4-MyD88 BLA: 13; STAT1 act: 81; APP 5UTR inh: -38; APP 5'UTR act: 38; Diaph inh CS: 7; FLuc stim CS: 0.8

What do the screens show for `CCOC(=O)CSc1ccc2nnc(CCNS(=O)(=O)c3ccc(C)cc3)n2n1`?
FLuc inhib CS: 1; G6PDH counter: 10; NF-kB expr up: 1.1; Diaphorase act: 0.9; TLR4-MyD88 BLA: 3; STAT1 act: 102; APP 5UTR inh: -22; APP 5'UTR act: 22; Diaph inh CS: 5; FLuc stim CS: 1

Results, repeating the preview:
Results for Cc1ccc(/C=N/Nc2cccc(C(=O)O)c2)s1 ?
FLuc inhib CS: 23; G6PDH counter: 15; NF-kB expr up: 14*; Diaphorase act: 0.9; TLR4-MyD88 BLA: 13; STAT1 act: 81; APP 5UTR inh: -38; APP 5'UTR act: 38; Diaph inh CS: 7; FLuc stim CS: 0.8

What do the screens show for `CCOC(=O)CSc1ccc2nnc(CCNS(=O)(=O)c3ccc(C)cc3)n2n1`?
FLuc inhib CS: 1; G6PDH counter: 10; NF-kB expr up: 1.1; Diaphorase act: 0.9; TLR4-MyD88 BLA: 3; STAT1 act: 102; APP 5UTR inh: -22; APP 5'UTR act: 22; Diaph inh CS: 5; FLuc stim CS: 1

What do the screens show for `CCOC(=O)Cn1nc(C)cc1NC(=O)c1cccnc1`?
FLuc inhib CS: -3; G6PDH counter: 12; NF-kB expr up: 1.2; Diaphorase act: 1; TLR4-MyD88 BLA: -8; STAT1 act: 91; APP 5UTR inh: 12; APP 5'UTR act: -12; Diaph inh CS: 4; FLuc stim CS: 1

Results for C/C=N/NC(=O)CCNC(=O)c1ccccc1 ?
FLuc inhib CS: -1; G6PDH counter: 5; NF-kB expr up: 1.1; Diaphorase act: 1.1; TLR4-MyD88 BLA: -1; STAT1 act: 99; APP 5UTR inh: 12; APP 5'UTR act: -12; Diaph inh CS: -13; FLuc stim CS: 1

How did Cc1ccc(Nc2c(F)c(F)c(F)c(F)c2C(=O)O)cc1 do in these assays?
FLuc inhib CS: 50; G6PDH counter: 7; NF-kB expr up: 0.97; Diaphorase act: 1.1; TLR4-MyD88 BLA: -9; STAT1 act: 98; APP 5UTR inh: -17; APP 5'UTR act: 17; Diaph inh CS: -12; FLuc stim CS: 0.5

What do the screens show for `COc1ccc(CC(=O)N(C)C2CCCCC2)cc1S(=O)(=O)N1CCOCC1`?
FLuc inhib CS: -1; G6PDH counter: 2; NF-kB expr up: 1.1; Diaphorase act: 1; TLR4-MyD88 BLA: -4; STAT1 act: 102; APP 5UTR inh: -6; APP 5'UTR act: 6; Diaph inh CS: -1; FLuc stim CS: 1

How did COC(=O)[C@H](C)NC(=O)Nc1ccc(OC)cc1OC do in these assays?
FLuc inhib CS: -3; G6PDH counter: 5; NF-kB expr up: 1.1; Diaphorase act: 0.9; TLR4-MyD88 BLA: -1; STAT1 act: 101; APP 5UTR inh: -10; APP 5'UTR act: 10; Diaph inh CS: 7; FLuc stim CS: 1

What do the screens show for `COc1ccc(Nc2cc(C(=O)NCCCN3CCN(C)CC3)c3ccccc3n2)c(OC)c1`?
FLuc inhib CS: 10; G6PDH counter: 6; NF-kB expr up: 0.84; Diaphorase act: 1.2; TLR4-MyD88 BLA: 5; STAT1 act: 104; APP 5UTR inh: 9; APP 5'UTR act: -9; Diaph inh CS: -19; FLuc stim CS: 0.9

How did CC(=O)c1c(N2CCOCC2)nc(=S)n(-c2ccc([N+](=O)[O-])cc2)c1C do in these assays?
FLuc inhib CS: -2; G6PDH counter: 12; NF-kB expr up: 0.96; Diaphorase act: 0.8; TLR4-MyD88 BLA: -7; STAT1 act: 106; APP 5UTR inh: 6; APP 5'UTR act: -6; Diaph inh CS: 23; FLuc stim CS: 1

How did COC(=O)CN1C(=O)N/C(=C/c2cc(OC)c(OC)cc2C)C1=O do in these assays?
FLuc inhib CS: -2; G6PDH counter: 14; NF-kB expr up: 0.97; Diaphorase act: 1.1; TLR4-MyD88 BLA: -3; STAT1 act: 99; APP 5UTR inh: -31; APP 5'UTR act: 31; Diaph inh CS: -15; FLuc stim CS: 1

What do the screens show for `CCOc1ccc(C(=O)NC(=S)Nc2ccc(NC(=O)c3ccco3)cc2)cc1[N+](=O)[O-]`?
FLuc inhib CS: 2; G6PDH counter: -3; NF-kB expr up: 1.1; Diaphorase act: 1; TLR4-MyD88 BLA: -3; STAT1 act: 96; APP 5UTR inh: -8; APP 5'UTR act: 8; Diaph inh CS: -1; FLuc stim CS: 1

What do the screens show for `CCOC(=O)c1cnc(-n2nc(C)cc2C)nc1Nc1cccc(C(=O)O)c1`?
FLuc inhib CS: -9; G6PDH counter: 4; NF-kB expr up: 1.2; Diaphorase act: 0.9; TLR4-MyD88 BLA: 2; STAT1 act: 98; APP 5UTR inh: 13; APP 5'UTR act: -13; Diaph inh CS: 10; FLuc stim CS: 1.1

Results for COc1ccc(-c2nnc(NC(=O)c3ccc(S(=O)(=O)N4CCCc5ccccc54)cc3)o2)cc1 ?
FLuc inhib CS: -6; G6PDH counter: -4; NF-kB expr up: 1.1; Diaphorase act: 0.8; TLR4-MyD88 BLA: -4; STAT1 act: 102; APP 5UTR inh: 22; APP 5'UTR act: -22; Diaph inh CS: 17; FLuc stim CS: 1.1

Results for O=C(NC1=NCCS1)c1ccc(Cl)s1 ?
FLuc inhib CS: 14; G6PDH counter: -16; NF-kB expr up: 2.4; Diaphorase act: 0.9; TLR4-MyD88 BLA: 13; STAT1 act: 141*; APP 5UTR inh: -61; APP 5'UTR act: 61; Diaph inh CS: 8; FLuc stim CS: 0.9

How did COC(=O)c1ccccc1NC(=O)CN1CCCCC1 do in these assays?
FLuc inhib CS: -6; G6PDH counter: 6; NF-kB expr up: 1; Diaphorase act: 0.9; TLR4-MyD88 BLA: 4; STAT1 act: 98; APP 5UTR inh: 8; APP 5'UTR act: -8; Diaph inh CS: 7; FLuc stim CS: 1.1

Results for COc1ccc(/C(O)=C2\C(=O)C(=O)N(CCCN(C)C)C2c2ccccc2F)cc1Cl (stereo unspecified) ?
FLuc inhib CS: -5; G6PDH counter: 6; Diaphorase act: 0.8; Diaph inh CS: 22; FLuc stim CS: 1

What do the screens show for `CCOc1nc(OCC)nc(N2CCC(C)CC2)n1`?
FLuc inhib CS: -5; G6PDH counter: 6; NF-kB expr up: 1.1; Diaphorase act: 1; TLR4-MyD88 BLA: 1; STAT1 act: 99; APP 5UTR inh: 2; APP 5'UTR act: -2; Diaph inh CS: -2; FLuc stim CS: 1.1

How did Cc1cnc(C(=O)OCC(=O)Nc2oc(-c3ccccc3)c(-c3ccccc3)c2C#N)cn1 do in these assays?
FLuc inhib CS: -4; G6PDH counter: 2; NF-kB expr up: 1.3; Diaphorase act: 0.8; TLR4-MyD88 BLA: 7; STAT1 act: 99; APP 5UTR inh: -3; APP 5'UTR act: 3; Diaph inh CS: 23; FLuc stim CS: 1

What do the screens show for `O=C(N/N=C/c1ccc2cccc(OCc3ccccc3)c2n1)c1ccc(Cl)cc1`?
FLuc inhib CS: 9; G6PDH counter: 0; NF-kB expr up: 1.6; Diaphorase act: 0.9; TLR4-MyD88 BLA: -2; STAT1 act: 105; APP 5UTR inh: -6; APP 5'UTR act: 6; Diaph inh CS: 6; FLuc stim CS: 0.9

Results for CC(=O)c1ccc(NC(=O)/C(=C\c2ccccc2)NC(=O)/C=C/c2ccccc2)cc1 ?
FLuc inhib CS: -6; G6PDH counter: 1; NF-kB expr up: 0.69; Diaphorase act: 1; TLR4-MyD88 BLA: -22; STAT1 act: 111; APP 5UTR inh: -11; APP 5'UTR act: 11; Diaph inh CS: -5; FLuc stim CS: 1.1

What do the screens show for `CCOC(=O)[C@H]1O[C@@H]1C(=O)N[C@@H](CC(C)C)C(=O)NCCC(C)C`?
FLuc inhib CS: 4; G6PDH counter: 11; Diaphorase act: 1.5; APP 5UTR inh: -2; APP 5'UTR act: 2; Diaph inh CS: -47; FLuc stim CS: 1

Results for CCCC(=O)Nc1ccc(C(=O)Nc2nnc(COC)s2)cc1 ?
FLuc inhib CS: 1; G6PDH counter: 10; NF-kB expr up: 1.2; Diaphorase act: 0.9; TLR4-MyD88 BLA: -5; STAT1 act: 106; APP 5UTR inh: -3; APP 5'UTR act: 3; Diaph inh CS: 13; FLuc stim CS: 1

How did C(=NCCCN1CCOCC1)c1ccc2c(c1)OCO2 do in these assays?
FLuc inhib CS: -7; G6PDH counter: 0; NF-kB expr up: 0.97; Diaphorase act: 0.8; TLR4-MyD88 BLA: 13; STAT1 act: 99; APP 5UTR inh: 6; APP 5'UTR act: -6; Diaph inh CS: 21; FLuc stim CS: 1.1

What do the screens show for `Cc1cc(Br)ccc1OCCCCN1CCC(C)CC1`?
FLuc inhib CS: -8; G6PDH counter: -2; NF-kB expr up: 0.94; Diaphorase act: 0.8; TLR4-MyD88 BLA: -5; STAT1 act: 97; APP 5UTR inh: -5; APP 5'UTR act: 5; Diaph inh CS: 17; FLuc stim CS: 1.1

Results for O=C(Nc1ccccc1)N(C1=NCCC1)c1ccc(OC(F)F)cc1 ?
FLuc inhib CS: -3; G6PDH counter: 7; NF-kB expr up: 1.3; Diaphorase act: 0.8; TLR4-MyD88 BLA: 0; STAT1 act: 97; APP 5UTR inh: -3; APP 5'UTR act: 3; Diaph inh CS: 24; FLuc stim CS: 1

Results for O=C(OC1CCOC1=O)c1cc(-c2ccc(Cl)cc2)nc2ccccc12 (stereo unspecified) ?
FLuc inhib CS: -1; G6PDH counter: 3; NF-kB expr up: 0.9; Diaphorase act: 0.7; TLR4-MyD88 BLA: 4; STAT1 act: 108; APP 5UTR inh: 8; APP 5'UTR act: -8; Diaph inh CS: 30; FLuc stim CS: 1

What do the screens show for `Cc1ccc(CNC(=O)N2CCN(C)CC2)cc1`?
FLuc inhib CS: -7; G6PDH counter: 7; NF-kB expr up: 1.1; Diaphorase act: 1.2; TLR4-MyD88 BLA: -5; STAT1 act: 101; APP 5UTR inh: 12; APP 5'UTR act: -12; Diaph inh CS: -17; FLuc stim CS: 1.1

How did Cn1c(CN2CCOCC2)nnc1SCc1ccc(C#N)cc1 do in these assays?
FLuc inhib CS: -4; G6PDH counter: 9; NF-kB expr up: 1; Diaphorase act: 1; TLR4-MyD88 BLA: 11; STAT1 act: 101; APP 5UTR inh: 3; APP 5'UTR act: -3; Diaph inh CS: -5; FLuc stim CS: 1

What do the screens show for `CCCCOC(=O)C1[C@H]2C(=O)N(CCc3ccccc3)C[C@]23C=C[C@H]1O3` (stereo partly specified)?
FLuc inhib CS: -3; G6PDH counter: 6; NF-kB expr up: 1.1; Diaphorase act: 1; TLR4-MyD88 BLA: 11; STAT1 act: 106; APP 5UTR inh: 0; APP 5'UTR act: 0; Diaph inh CS: -3; FLuc stim CS: 1
